# Screening results: PubChem BioAssay, National Center for Advancing Translational Sciences (NCATS)
# D3 antag: D3 dopamine receptor (human) antagonism | hit rate 2.5% among 360,000 | max response, negative = inhibition, % | D3R cells, DiscoveRx beta-arrestin luminescence, antagonist mode; stronger effect = lower value | P35462 | AID 652054; in the data active = max response below about -50%; inconclusive = no clear call, values can overlap the other calls; note: % is set by controls: 0 for no effect and ±100 for the full control effect; mostly tested at two doses, the higher about 12 µM
#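 Cells plated overnight at 1500 cells/well, then exposed to library compounds with dopamine controls for 90 minutes at 37 degrees C. DiscoveRx reagent added for 30–60 minutes at room temperature; luminescence read, quantitative HTS format.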
# Mm-Cpn inhibitor: M. maripaludis TRiC chaperonin inhibition; purified Mm-Cpn ATPase, ADP Transcreener TR-FRET; Potency, µM (doses to about 76.9 µM), inactives show top-dose activity, negative = inhibition, hits mostly inhibitors; hit rate 0.031% among 330,000; AID 504842; note: potency is the fitted concentration of half-maximal effect; % is set by controls: 0 for no effect and ±100 for the full control effect; nearly all actives have a fitted effect of over 80% in size
#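 Eu-cryptate anti-ADP/ADP-d2 competition gives a ratio inversely related to ADP. Enzyme at 25 nM was pre-exposed to compound for 10 min, then given 10 uM ATP for 30 min, 37°C throughout.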
# CCT modulator: cytosolic chaperonin activity modulation; activity change, % (concentration not given with the values), hits read low; hit rate 0.3% among 360,000; purified chaperonin ATPase assay, HTRF ADP detection, 30 min; in the data active = activity change below about -30%; note: % is set by controls: 0 for no effect and ±100 for the full control effect
#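 ATPase activity: ADP formed was measured by HTRF Transcreener (665/615 nm ratio) after 30 min at 37 deg C with 10 uM ATP. Compounds screened at one 76 uM concentration against 40 or 20 nM TRiC in Tris pH 7.4/KCl/MgCl2/DTT buffer.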
# pAkt inh: blocks phosphorylation of Akt; Neuro2A IGF-stimulated pAkt S473 HTRF, 20 min; stronger effect = lower value; activity change, % for hits at 50 µM; hit rate 0.32% among 360,000; in the data active = activity change below about -80%; inconclusive = mostly about -51% to -80%; note: % is set by controls: 0 for no effect and ±100 for the full control effect
#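 Neuro2A cells in DMEM with 0.5% FBS, overnight at 37 deg C, given compound at single 50 µM final, then IGF (6 nM final) for 20 min at 37 deg C. Lysed; phospho-Akt Ser473 by HTRF after 24 h, 665/615 ratio.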
# EPAC2 ag: agonists of human EPAC2 (RAPGEF4). EPAC2 activation, biochemical qHTS; response scale: 100% = 6.5 mM cAMP response. hit rate 0.079% among 360,000. Q8WZA2. Potency, µM (titrated, usually from 154 µM), inactives show top-dose activation, most hits filed as activators. AID 720711; note: potency is the fitted concentration of half-maximal effect; nearly all actives have a fitted effect of over 50% in size
# Target sequence (Q8WZA2 whole entry, looked up): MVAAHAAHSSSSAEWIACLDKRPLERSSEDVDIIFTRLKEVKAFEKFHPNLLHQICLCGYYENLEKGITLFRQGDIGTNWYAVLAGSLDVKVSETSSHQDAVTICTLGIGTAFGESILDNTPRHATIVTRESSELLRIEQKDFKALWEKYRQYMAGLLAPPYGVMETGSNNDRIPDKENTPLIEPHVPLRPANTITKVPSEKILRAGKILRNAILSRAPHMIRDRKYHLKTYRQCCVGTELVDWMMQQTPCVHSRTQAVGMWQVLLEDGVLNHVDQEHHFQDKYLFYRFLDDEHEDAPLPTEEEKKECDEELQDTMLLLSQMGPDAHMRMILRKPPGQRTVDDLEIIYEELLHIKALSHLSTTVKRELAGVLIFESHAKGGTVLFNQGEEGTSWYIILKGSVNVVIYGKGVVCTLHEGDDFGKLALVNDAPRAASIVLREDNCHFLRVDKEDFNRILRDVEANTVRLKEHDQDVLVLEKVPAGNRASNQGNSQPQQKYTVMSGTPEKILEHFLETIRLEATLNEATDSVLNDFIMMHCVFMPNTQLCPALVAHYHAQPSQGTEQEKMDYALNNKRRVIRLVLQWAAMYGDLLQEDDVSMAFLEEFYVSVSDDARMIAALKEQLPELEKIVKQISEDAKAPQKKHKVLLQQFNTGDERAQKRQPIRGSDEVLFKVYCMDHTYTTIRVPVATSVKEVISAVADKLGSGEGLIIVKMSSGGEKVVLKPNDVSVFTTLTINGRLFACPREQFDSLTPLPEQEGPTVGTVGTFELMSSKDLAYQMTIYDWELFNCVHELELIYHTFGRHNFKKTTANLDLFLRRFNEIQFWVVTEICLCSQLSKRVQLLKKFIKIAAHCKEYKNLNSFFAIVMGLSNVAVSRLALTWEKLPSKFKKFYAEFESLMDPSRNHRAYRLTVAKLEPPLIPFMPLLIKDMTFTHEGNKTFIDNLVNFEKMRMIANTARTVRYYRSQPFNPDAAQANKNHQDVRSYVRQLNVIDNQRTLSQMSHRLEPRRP
#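 Compounds were titrated in qHTS against a Rap1B-BODIPY-GDP (250 nM) complex with EPAC2 (100 nM) and GDP (50 uM). BODIPY-GDP release tracked at 480/540 nm over 30 min at room temperature, normalized to 6.5 mM cAMP.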
# PTHR1 agonist: agonists of human PTHR1 parathyroid hormone receptor | AID 743266 | HEK293 GP2 PTHR1 cells, GloSensor cAMP luminescence, 1 h | hit rate 0.075% among 410,000 | Potency, µM (top dose mostly 115 µM), without a hit: at the highest dose activation, actives largely listed as activators; note: potency is the fitted concentration of half-maximal effect; nearly all actives have a fitted effect of over 55% in size; some results filed as inactive show a strong effect at the top dose; inactives centre near -15; many of its hits are not listed in these tables
#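 HEK-293-derived GP2 cells expressing PTHR1 and a GloSensor cAMP reporter, 3,000/well, plated overnight, given luciferin plus IBMX (each 0.5 mM as added) for 1 h at 37 °C, then compound for 1 h at 37 °C. Luminescence was read after 15 min at room temperature.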
# EPAC2 antag: EPAC2 (human) antagonism; EPAC2 GEF exchange of Rap1B-BODIPY-GDP, fluorescence; Potency, µM (highest dose often 114 µM), for the others: at the highest dose activity, negative = inhibition, most hits filed as inhibitors; hit rate 0.18% among 360,000; AID 720708; note: potency is the fitted concentration of half-maximal effect; % is set by controls: 0 for no effect and ±100 for the full control effect; nearly all actives have a fitted effect of over 45% in size; many of its hits are not listed in these tables
# D3 ag: D3 dopamine receptor (human) agonism | AID 652048 | D3R DiscoveRx beta-arrestin cells, luminescence, 90 min | P35462 | max activation, % | hit rate 0.58% among 410,000; in the data active = max activation above about 30%; note: 0% is about no effect; mostly tested at two doses, the higher about 12 µM
#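 Cells at 1500/well, incubated overnight, then treated with pinned compounds (dopamine as control) for 90 min at 37 degrees C. DiscoveRx reagent added for 30 - 60 minutes at room temperature; luminescence read.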
# Active calls of the source: *; i = inactive; ? = inconclusive; · = no result given; [ ] = another dose, or the depositor's remark. Unless noted, calls come from the whole dose curve; as a rule, active = well fitted curve in the direction sought with a large enough effect; inconclusive = small, poorly fitted or top-dose-only effect, or another doubt; inactive = no such curve, though single readings can be large; an effect the other way counts as inactive or inconclusive. This is a subset. The share of hits here may be higher or lower than overall.
# Below each compound: D3 antag	Mm-Cpn inhibitor	CCT modulator	pAkt inh	EPAC2 ag	PTHR1 agonist	EPAC2 antag	D3 ag
COc1ccccc1CCc1nnc(CCC(=O)N(C)Cc2cccc3ncccc23)o1
  -20.5	-3.8%	-0.8	i	10.0%	-6.5%	18.2%	0.0
COc1cccc(C2CC(c3cccc(NS(C)(=O)=O)c3)=NN2C(=O)c2ccccc2)c1OC (centres undefined)
  3.6	-5.8%	0.6	i	0.9%	-4.4%	5.0%	0.1
CC(C)NC(=O)c1cccc(Br)c1
  6.7	-0.8%	-6.0	i	15.0%	-7.4%	-0.5%	-0.6
COC(=O)C[C@@H]1CC[C@@H](NC(C)=O)[C@@H](CO)O1
  -6.3	·	·	i	4.4%	-13.0%	13.8%	0.9
CCCCNC(=O)CSc1nnc(Cc2ccccc2)n1CC1CCCO1 (centres undefined)
  -10.2	-0.2%	0.1	i	-6.4%	-5.4%	3.3%	-1.6
CC(C(=O)NCCC1=CCCCC1)N1C(=O)c2ccccc2C1=O (centres undefined)
  7.9	-0.9%	-8.4	i	5.6%	-7.7%[57.5 µM]	2.7%	0.5
CCOCCCNc1nc2ccccc2[nH]1
  14.8	-1.2%	1.6	i	7.1%	-8.7%[57.5 µM]	4.1%	5.5
CCCN(CCC)C(=O)c1cc2c(=O)[nH]c3ccc(C)cc3c2s1
  19.6	-1.7%	-5.7	i	-6.5%	-13.5%	-9.8%	3.9
CC(NS(=O)(=O)c1ccc(Br)cc1)C(c1cccs1)N1CCN(C)CC1 (centres undefined)
  -52.2*	0.2%	-0.8	i	2.8%	i	5.0%	-9.7
C=CCNC(=O)COC(=O)CNC(=O)c1cc(Cl)cc([N+](=O)[O-])c1
  -24.3	0.4%	-2.0	i	19.4%	?	14.7%	7.9
CN1CCN(C(=O)C2CCCN(S(=O)(=O)c3ccccc3)C2)CC1 (centres undefined)
  -13.7	-3.2%	-7.0	i	6.9%	-21.0%	-2.6%	0.1
Cc1ccc(CNC(=O)CCNC(=O)Cn2ccc3ccccc3c2=O)cc1
  -20.9	0.2%	-2.8	i	-0.7%	-17.6%	0.3%	-5.9
COCC(=O)Nc1nc(-c2ccc([N+](=O)[O-])cc2)cs1
  -18.5	-2.8%	-0.9	i	5.8%	-14.4%	2.0%	0.7
CC(OC(=O)CCc1nc2ccccc2c(=O)[nH]1)C(=O)Nc1cccc(C(F)(F)F)c1 (centres undefined)
  10.0	-2.6%	-1.2	i	-4.3%	-3.0%	-10.7%	3.9
O=C1CSc2ccc(S(=O)(=O)NCc3ccc(F)cc3)cc2N1
  26.0	0.5%	2.0	i	8.3%	-16.9%	-9.4%	-0.9
COc1cc(OC)c(N(C)S(=O)(=O)c2cccc(C(=O)OCC(=O)N(C)Cc3ccccc3)c2)cc1Cl
  -2.5	·	1.9	i	4.9%	-57.8%[inhibitor]	2.6%	5.8
S=C(NCc1cccc(Cl)c1)NCc1ccco1
  -24.8	-1.0%	-0.9	i	17.3%	-0.2%	2.9%	-10.0
Cc1ccc(NC(=O)Nc2ccccc2)c(Br)c1
  -9.7	0.5%	-3.1	i	12.5%	-31.6%[inhibitor]	0.2%	-9.3
Cc1ccc(N2CC(=O)N(NC(=O)c3sc4nc(C)cc(C)c4c3N)CC2=O)cc1
  -4.4	-8.1%	-0.9	i	2.2%	i	-2.5%	5.4
Cc1occc1-c1nnc(SCC(=O)c2c(N)n(C3CC3)c(=O)[nH]c2=O)n1C
  28.9	-1.0%	-0.1	i	-3.5%	-91.6%[inhibitor]	8.2%	-1.1
COc1ccccc1C1CCN(c2ccc(CO)cc2[N+](=O)[O-])CC1
  ?	0.2%	0.7	i	13.3%	i	?	-9.1
O=C(CSc1ccc(Cl)cc1)Nc1ccc(N2CCN(C(=O)c3ccco3)CC2)cc1
  -3.6	0.3%	-0.7	i	9.5%	-13.2%[57.5 µM]	-3.7%	2.3
COc1ccc([C@@H]2[C@@H]3C(=O)N(C(C)(C)C)C(=O)[C@@H]3[C@]3(Cc4ccc(Cl)cc4)C(=O)N(c4ccc(OC)cc4)C(=O)N23)cc1
  -19.5	1.6%	0.2	i	-3.3%	i	3.0%	-4.3
Cn1ccnc1SCC(=O)N1CCN(S(=O)(=O)c2ccccc2)CC1
  10.5	-3.4%	1.2	i	-3.4%	-10.9%	0.9%	-5.0
O=C(O)c1cccc(-n2cccc2/C=C2\NC(=O)N(Cc3ccc(F)cc3)C2=O)c1
  -4.0	-1.9%	-2.8	i	12.9%	-12.2%	1.0%	2.2
CC(NC(=O)c1ccc(CS(C)(=O)=O)cc1)c1ccc(-n2ccnc2)cc1 (centres undefined)
  8.5	-0.3%	1.0	i	12.5%	i	15.3%	-14.6
COc1cc2c(cc1OC)-c1cc(NC3CCCC3)nc(=O)n1CC2
  8.6	-4.2%	-1.8	i	3.5%	i	-2.0%	-2.2
COc1ccc(CNC(=O)C2CC(c3ccccc3[N+](=O)[O-])=NO2)cc1 (centres undefined)
  -14.8	1.7%	-4.4	i	10.4%	-11.0%	-3.8%	-31.0
O=C(O)CSc1c(-c2ccccc2)[nH]c2ccccc12
  7.1	-2.9%	2.7	i	-13.7%	i	?	1.8
Cc1ccc(-c2nnn(CC(=O)N(c3ccccc3)C(C(=O)NC3CCCC3)c3ccncc3)n2)o1 (centres undefined)
  6.1	-0.4%	0.8	i	-1.2%	i	-3.6%	17.8
COc1ccc(Cc2nnc(SC)[nH]c2=O)cc1OC
  12.9	0.7%	-1.6	i	-9.2%	i	7.6%	0.4
CC(C)NC(=O)C1CCN(C2CCN(C(=O)c3ccc4cccc(F)c4n3)CC2)CC1
  -2.4	1.5%	0.5	i	-0.6%	-22.6%	-2.5%	2.8
Nc1ncnc2c1ncn2C1CCCC1
  12.4	-2.6%	0.8	i	12.5%	-28.6%	4.6%	19.5
CCOC(=O)CN1C(=O)S/C(=C/c2ccc3c(c2)n(C)c(=O)n3C)C1=O
  -0.2	-3.4%	-0.7	i	-5.3%	-8.5%	-3.4%	5.7
CN(C)CCN(C(=O)CCS(=O)(=O)c1ccccc1)c1nc2cc3c(cc2s1)OCO3
  -11.9	-1.8%	-2.8	i	-17.7%	14.7%	-7.3%	-29.1
CCCCNC(=O)CSc1nc2ccc(C)cc2[nH]1
  5.7	-0.2%	-4.2	i	1.8%	-22.9%	-6.3%	0.1
O=C(Nc1nc(-c2cccnc2)cs1)c1ccc([N+](=O)[O-])cc1
  -6.9	-1.0%	-3.1	i	11.2%	-9.6%	-3.1%	-8.4
O=C(COC(=O)CC1CCCC1)Nc1ccc(Cl)cn1
  10.0	-0.1%	-2.4	i	-6.9%	i	3.7%	3.8
Cc1c(C(=O)NCCN2C(=O)S/C(=C\c3cccnc3)C2=O)cccc1[N+](=O)[O-]
  2.4	1.1%	0.4	i	8.7%	i	1.8%	6.6
NC(=O)CC[C@@H]1NC(=O)[C@H](CO)NC(=O)c2cc([N+](=O)[O-])cc(I)c2NCCCC[C@@H](C(N)=O)NC(=O)[C@H](Cc2ccc(O)cc2)NC1=O
  12.7	-1.4%	-1.9	i	-1.0%	8.4%	-3.2%	15.8
Cc1cc(NC(=O)c2cc(C(C)C)on2)nn1Cc1ccc(Cl)cc1
  11.7	0.7%	-1.6	i	8.6%	-0.6%	-17.4%	2.0
O=C(NC(=S)NCCc1ccccc1)c1ccccc1
  ?	-1.1%	-2.3	·	17.5%	17.3%[57.5 µM]	9.3%	-22.1
O=C(N/N=C/c1ccncc1)C12CC3CC(CC(C3)C1)C2
  -13.5	-0.3%	-0.5	i	-3.0%	2.3%	0.1%	-3.0
CCC(=O)N(c1nnc(SCC(=O)Nc2ccc(N3CCOCC3)cc2)s1)C1CC1
  17.5	1.2%	2.4	i	-6.4%	-17.9%	1.7%	-2.9
Cc1cccc(NC(=O)c2ccc(NCC3CCCO3)c([N+](=O)[O-])c2)c1 (centres undefined)
  -1.2	0.0%	0.7	i	-26.7%	-2.9%	1.5%	-2.4
CC(C)(C)c1nc2ccccc2c2nnc(SCC(=O)Nc3nc4ccccc4s3)n12
  11.5	1.5%	1.0	i	10.5%	-19.3%[57.5 µM]	0.0%	16.2
CCc1ccc2c(c1)cc(C)c1nnc(SCC(=O)Nc3cc(OC)c(OC)cc3C(=O)O)n12
  1.5	1.6%	1.1	i	-0.3%	-21.9%	-1.9%	-2.7
CC(OC(=O)c1cccnc1Cl)C(=O)NC1CCCCC1 (centres undefined)
  -4.6	·	-0.7	i	5.7%	i	-2.4%	1.8
CCOC(=O)C1=C(C)NC(C)=C(C(=O)OCC)C1C(=O)OCC(N)=O
  14.5	0.4%	1.4	i	1.9%	i	7.0%	-3.7
CN(Cc1nccn1C)C(=O)CC1C(=O)NCCN1Cc1cccc(Oc2ccccc2)c1 (centres undefined)
  -3.9	0.4%	-0.7	i	2.5%	-48.4%[inhibitor]	3.1%	3.1
Cc1nccn1CC(O)Cn1c2ccccc2c2ccccc21 (centres undefined)
  -11.2	0.6%	1.0	-100.8%*	6.3%	6.2%[57.5 µM]	13.1%	-12.7
C=CCn1c(SCC(=O)N(CC)C2CCS(=O)(=O)C2)nc2ccccc2c1=O (centres undefined)
  14.2	0.1%	0.8	i	-1.0%	-1.0%	3.5%	-5.9
Cc1c(Cl)cnc(NC(=O)COC(=O)c2ccncc2)c1Cl
  3.9	1.0%	-1.1	i	3.6%	-17.6%	-3.3%	-8.2
Cc1cccc(NC(=O)C2CCCN(S(=O)(=O)c3c(C)nn(C)c3C)C2)c1 (centres undefined)
  41.1	·	1.3	i	7.0%	-6.3%	-2.1%	0.3

# 2 compounds picked at random from the list so far:
# Below each compound: D3 antag	Mm-Cpn inhibitor	CCT modulator	pAkt inh	EPAC2 ag	PTHR1 agonist	EPAC2 antag	D3 ag
Cc1cc(NC(=O)c2cc(C(C)C)on2)nn1Cc1ccc(Cl)cc1
  11.7	0.7%	-1.6	i	8.6%	-0.6%	-17.4%	2.0
NC(=O)CC[C@@H]1NC(=O)[C@H](CO)NC(=O)c2cc([N+](=O)[O-])cc(I)c2NCCCC[C@@H](C(N)=O)NC(=O)[C@H](Cc2ccc(O)cc2)NC1=O
  12.7	-1.4%	-1.9	i	-1.0%	8.4%	-3.2%	15.8
